Assay outcomes as filed in PubChem BioAssay.
SF-1 act – SF-1 (human) activation; Q13285; CHO-K1 Gal4-SF-1 LBD luciferase reporter; % increase over DMSO SF-1-specific signal; activation, % at 10 µM; 65,000 compounds, 1.9% hits;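 active = activation above the mean activation of all tested compounds plus 3 SD, cut at about 50% in these data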
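Material: Transient Gal4-SF-1 LBD reporter, CHO-K1 | Input: 4,000 cells/well | Dosing: One dose, 10 µM compound, 1% DMSO | Incubation: 20 h compound treatment, 37 °C | Detection: SteadyLite luciferase luminescence | Evaluation: Percent activation relative to DMSO median and mock-transfected background | Benchmarks: DMSO-treated SF-1-transfected cells as negative, DMSO-treated mock-transfected cells lacking SF-1 as background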
5HT1E ag – 5-HT1E (human) receptor agonism | P28566 | CHO 5-HT1E Ga15 NFAT-bla reporter, FRET; 0% DMSO wells, 100% control agonist wells | activation, % at 6 µM | 65,000 compounds, 0.69% hits;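 active = activation above a set limit, the screen-wide mean activation plus 3 SD, cut at about 8.5% in these data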;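 note: 100% = positive control agonist at 1 µM giving full maximal response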
5HT1E antag – 5-HT1E (human) receptor antagonism; inhibition, % at 6 µM; P28566; CHO 5-HT1E Ga15 NFAT-bla reporter, FRET, antagonist; 65,000 compounds, 0.99% hits; AID 571;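 active = inhibition above a set limit, the mean inhibition across every tested compound plus 3 SD, cut at about 29% in these data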;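 note: signal is the 460 over 535 nm emission ratio of beta-lactamase substrate; 0% = agonist plus DMSO wells and 100% = wells without agonist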
5-HT1A blocker – antagonists of human 5-HT1a serotonin receptor; AID 612; P08908; 62,000 compounds, 0.68% hits; CHO 5-HT1a Ga15 NFAT-bla reporter, antagonist mode; inhibition, % at 10 µM;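 active = inhibition above the mean of all tested compounds plus 3 SD, cut at about 43% in these data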;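 note: receptor stimulated by 5-CT agonist at 100 nM near EC80; beta-lactamase reporter measured by ratiometric fluorescence of a cleavable substrate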
Target sequence (P08908 whole entry, looked up): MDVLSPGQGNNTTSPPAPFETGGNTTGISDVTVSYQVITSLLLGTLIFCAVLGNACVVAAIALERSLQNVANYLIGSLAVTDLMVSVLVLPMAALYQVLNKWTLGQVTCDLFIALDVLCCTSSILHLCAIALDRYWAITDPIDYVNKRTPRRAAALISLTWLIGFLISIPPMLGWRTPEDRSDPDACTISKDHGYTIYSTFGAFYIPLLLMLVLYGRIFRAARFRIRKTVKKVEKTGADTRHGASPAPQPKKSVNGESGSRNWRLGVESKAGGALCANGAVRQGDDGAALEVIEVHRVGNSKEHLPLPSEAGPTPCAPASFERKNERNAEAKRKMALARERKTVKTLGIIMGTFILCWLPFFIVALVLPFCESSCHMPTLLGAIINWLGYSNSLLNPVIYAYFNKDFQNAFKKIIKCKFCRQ
HTR1A agonist – activates the human 5-HT1a serotonin receptor; activation, % at 10 µM; 65,000 compounds, 0.56% hits; CHO 5-HT1a Ga15 NFAT-bla reporter, FRET ratio; 0% basal, 100% maximal reference agonist;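 active = activation above the screen-wide mean activation plus 3 SD, cut at about 19% in these data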;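 note: 0% = DMSO wells and 100% = 5-CT at EC100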
RORa activator – activates the human nuclear receptor RORA. CHO-K1 Gal4-RORA LBD luciferase reporter, luminescence; percent increase over mock-subtracted basal signal. P35398. activation, % at 10 µM. 65,000 compounds, 1.5% hits;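 active = activation above the mean of all tested compounds plus 3 SD, cut at about 49% in these data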;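 note: 0% = DMSO-treated RORA cells and 100% = added signal equal to DMSO minus mock-transfected cells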
Target sequence (P35398 whole entry, looked up, the tested form may be a part): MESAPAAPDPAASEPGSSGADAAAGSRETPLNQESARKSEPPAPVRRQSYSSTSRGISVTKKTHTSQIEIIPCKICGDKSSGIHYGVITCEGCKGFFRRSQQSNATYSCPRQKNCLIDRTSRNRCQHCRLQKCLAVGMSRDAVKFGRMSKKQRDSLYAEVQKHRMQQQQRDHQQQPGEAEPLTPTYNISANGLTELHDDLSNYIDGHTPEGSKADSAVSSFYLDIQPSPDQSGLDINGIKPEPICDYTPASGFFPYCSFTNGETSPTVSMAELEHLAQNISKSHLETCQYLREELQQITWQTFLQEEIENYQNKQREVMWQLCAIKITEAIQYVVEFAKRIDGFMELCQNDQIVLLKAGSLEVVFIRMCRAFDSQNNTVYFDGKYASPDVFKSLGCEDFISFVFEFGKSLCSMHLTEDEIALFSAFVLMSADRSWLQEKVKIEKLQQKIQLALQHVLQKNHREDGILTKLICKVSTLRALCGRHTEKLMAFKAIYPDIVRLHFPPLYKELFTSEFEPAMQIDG
MMP-13 inhibitor – blocks human MMP13 activity; MMP-13 fTHP FRET cleavage, Mca fluorescence; 65,000 compounds, 0.07% hits; AID 570; inhibition, % at 4 µM; P45452;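 active = inhibition above the mean of compound-free control plate wells plus 3 SD, cut at about 14% in these data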;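 note: 0% = DMSO wells and 100% = wells with reference MMP-13 inhibitor after basal subtraction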
tolC growth inh – growth inhibitors of E. coli BW25113 tolC mutant; growth inhibition, % at 10 µM (by protocol); OD615; 65,000 compounds, 2.2% hits;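 active = growth inhibition at or above a cutoff equal to the mean over every tested compound plus 3 SD, cut at about 60% in these data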;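 note: growth measured after 20 h incubation at 37 °C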
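Test system: E. coli BW25113 ΔtolC::kan bacteria | Medium: Kanamycin-containing LB broth (50 µg/mL) | Dosing: One dose of 10 µM final | Times: 20 h incubation with compound, 37 °C | Detection: Optical density read at 615 nm | Read-out basis: Percent growth inhibition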
NADH enzymes – inhibition of NAD/NADH coupling enzymes, library profiling; 65,000 compounds, 0.02% hits; coupled PK/LDH NADH assays, four targets; IC50, µM (highest dose often 10 µM), inactives show at the top dose inhibition;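 active = single-dose screening hits from any of four coupled enzyme assays that gave an IC50 when retested across doses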;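 note: the DPM-DC format reads NADH fluorescence rather than 340 nm absorbance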
Active calls of the source: *; i = inactive; · = not tested or not shown; [ ] = dose if it differs, or a comment.

SMILES	SF-1 act	5HT1E ag	5HT1E antag	5-HT1A blocker	HTR1A agonist	RORa activator	MMP-13 inhibitor	tolC growth inh	NADH enzymes
O=C(CN(Cc1cccs1)C(=O)CSc1nnc(COc2ccccc2)o1)NC1CCCC1	-6	0.6	-4	8	-1.5	-2	3	-4	6%
CC(C)=CC(=O)NCCc1ccccc1	35	0.7	5	-5	-2.5	32	6	-5	1%
NC(=O)c1c(N)sc2c1CCCCC2	-10	2.9	-5	-8	-1.6	-17	-12	-6	6%
CN(C(=O)c1cc2n(n1)C(C(F)(F)F)CC(c1ccco1)N2)c1ccccc1 (centres undefined)	-2	-1.2	0	19	-0.6	-15	0	-11	5%
COc1ccc(N2CCN(c3oc(COc4ccccc4)nc3C#N)CC2)cc1	16	1.2	-2	40	-0.1	8	11	23	2%
CC(C)OCC(O)CN1CCN(CC(O)COc2ccc3c(c2)OCO3)CC1 (centres undefined)	-8	-0.7	-2	3	-3.0	0	0	-13	5%
CCOC(=O)CNC(=O)CSc1nnc(Cn2cnc3ccccc32)n1C	16	-0.7	5	7	-1.5	-22	-3	·	9%
O=C(O)c1cc2c(s1)-c1ccccc1OC2	0	-0.3	-6	-2	1.8	-6	i[fluorescence artefact?]	-25	6%[fluoresces]
O=C(c1nc2ncccn2n1)N1CCN(c2ccccc2)CC1	-16	-0.7	2	0	-0.5	-13	2	-5	5%
CCSc1nnc(-c2cccc(S(=O)(=O)N(C)C)c2)n1-c1cc(OC)ccc1OC	-7	-0.9	-8	17	-1.2	0	-6	2	4%
CC1Cc2ccccc2N1C(=O)COc1cccc(-n2cnnn2)c1 (centres undefined)	-8	-0.3	-7	-17	-1.5	-6	-8	7	3%
O=C1NC(c2ccccc2)(C(F)(F)F)SC2=NCCCN12 (centres undefined)	-1	1.4	-1	11	-1.0	-17	4	-4	2%
COC(=O)Cn1cc(C(=O)OC)cc(Br)c1=O	2	-0.6	5	·	-0.3	-12	-3	8	3%
CC(C)OC(=O)c1nnc(Cc2ccc(F)cc2)o1	8	0.9	5	3	-3.8	3	-6	-5	4%
COc1ccccc1NC(=O)CN1CCCCC1	12	0.3	-17	-14	1.2	-8	-3	-6	6%
Cn1c(=O)[nH]c(=O)c2c1nc(CN1CCN(c3cccc(Cl)c3)CC1)n2Cc1ccccc1Cl	20	1.2	-1	-17	-0.7	14	5	21	4%
O=C(OC1CCCCC1=O)c1cc(=O)c2ccccc2o1 (centres undefined)	6	-0.1	-4	8	-1.9	-11	-4	-13	6%
O=C(NCCN=C1NS(=O)(=O)c2ccccc21)c1ccc2nccnc2c1	-6	-0.4	-5	-11	0.9	-2	-10	-14	3%
COc1ccccc1C1/C(=C(/O)c2cnn(-c3ccccc3)c2C)C(=O)C(=O)N1CCN(C)C (centres undefined)	7	-0.1	8	·	-0.9	-10	-3	-3	5%
CC(=O)c1c(C)cc(C)c(CSc2nc(C)cc(=O)[nH]2)c1C	-8	1.2	-1	-14	3.8	-11	6	4	5%
COc1ccc(-n2c(Cc3cccn3C)nnc2SCC(=O)NCC2CCCO2)cc1 (centres undefined)	-5	0.7	3	-3	-2.4	-7	0	-8	8%
O=C(NCC1CCCO1)c1cccc(Br)c1 (centres undefined)	1	0.6	-2	1	-3.5	-16	2	-14	2%
CN(Cc1nc(-c2cccnc2)no1)S(=O)(=O)c1ccc(Br)cc1	-6	-0.5	13	14	-0.8	-21	2	3	9%
Cc1ccc(-c2nnc(SCC(=O)Nc3nc4c(s3)CCCC4)n2C)cc1	6	-1.0	-1	20	-1.4	-4	3	-6	5%
C=C(C)c1cccc(C(C)(C)NC(=O)NCC2COCCO2)c1 (centres undefined)	-1	-0.4	2	-10	-1.1	-3	-4	-11	0%
O=C(Nc1cccc(C(F)(F)F)c1)C1CCCN1S(=O)(=O)c1cccc2cccnc12 (centres undefined)	11	-0.8	5	-10	-1.8	-31	-2	40	3%
CCOC(=O)c1c(C)[nH]c(C(=O)OCC(=O)N2c3ccccc3CC2C)c1C (centres undefined)	9	-0.3	-13	7	-0.7	9	3	4	5%
CCN(CC)CCCNc1oc(-c2ccc(OC)c(OC)c2)nc1C#N	6	-0.7	-2	1	-1.9	11	-405[fluorescence artefact?]	-26	15%[fluoresces]
CCc1cn([C@H]2C[C@H](O)[C@@H](CO)O2)c(=O)[nH]c1=O	0	-0.8	1	·	-2.9	-6	1	14	1%
CCOC(=O)CSc1nc2c(c(=O)n(C)c(=O)n2C)n1Cc1ccccc1F	-21	-1.0	4	-3	-1.2	-7	-2	6	4%
CC1=C(Sc2ccccn2)C(=O)NC(C)(C)C1	-1	-0.1	-5	-6	-3.0	1	3	-12	1%
CCCOc1cccc(C(=O)O)c1	-8	-0.4	-11	-4	-2.8	-14	1	-13	5%
CC(C)c1cc(=O)oc2c3c4c(cc12)CCCN4CCC3	-1	0.2	15	0	-4.9	-1	-81[fluorescence artefact?]	23	5%[fluoresces]
CCC(=O)Nc1ccc(S(=O)(=O)N2CCc3ccccc3C2)cc1	34	0.9	7	4	-0.8	-4	1	7	0%
CCOCCn1c(CN2CCN(c3ccccc3)CC2)nc2c1c(=O)n(C)c(=O)n2C	11	0.2	-39	-2	-1.4	-3	2	4	3%
Cc1ccc2nc(N3CCN(C)CC3)c(C#N)cc2c1	9	1.8	5	1	-0.2	10	-27	-21	6%
CC1CCN(C(=O)CN(c2ccc3c(c2)OCO3)S(C)(=O)=O)CC1	-13	-1.4	0	2	-2.0	-18	0	-7	5%
c1ccc(Cn2nnnc2C(c2ccccn2)N2CCOCC2)cc1 (centres undefined)	0	-1.2	-1	-10	-2.0	5	-1	-12	1%
COC(=O)c1cc2ccsc2n1Cc1cc(=O)n2ccccc2n1	13	-0.5	10	-10	-0.7	11	-1	10	6%
CCOc1ccccc1NC(=O)C1CCN(c2ccc(S(=O)(=O)N3CCCC3)cc2)CC1	-2	-0.4	-3	4	0.2	-8	-4	-8	2%
O=C(CSc1nncs1)NCc1ccc2c(c1)OCO2	11	-0.6	14	3	-2.0	-5	1	-8	3%
COCC(=O)Nc1ccc(C)c(Cl)c1	-9	-1.0	8	1	0.1	-14	4	-11	2%
Cc1ccc(S(=O)(=O)NC(CN2CCOCC2)=NCCNS(=O)(=O)c2ccccc2)cc1	1	-1.1	-7	4	-1.1	-8	-3	-10	3%
Cc1cccc(-n2ncc(C#N)c2N)c1	0	-0.2	-6	-12	-0.3	0	4	-14	2%
COc1cc(OC)cc(-c2nc(N)n[nH]2)c1	24	0.2	3	2	-0.8	7	-21	-7	1%
N#CCSc1n[nH]c2nc3c(c(=O)n12)C1(CCCC1)Cc1ccccc1-3	-9	0.6	-9	-18	2.7	8	-92[fluorescence artefact?]	98*	4%[fluoresces]
O=C(c1cnc2sccn2c1=O)N1CCCc2ccccc21	-6	0.6	-3	8	-1.9	-17	2	-11	3%
Cc1onc(-c2c(F)cccc2Cl)c1C(=O)Nc1c(C)n(C)n(-c2ccccc2)c1=O	1	-0.1	-9	-6	-1.5	23	1	-12	5%
Cc1cccc(OCCC(=O)Nc2c(C)n(C)n(-c3ccccc3)c2=O)c1	-9	0.4	-8	0	2.9	-11	2	-10	4%
COC(=O)C1=C(C)n2cnnc2NC1c1ccc(Cl)cc1 (centres undefined)	-11	-0.4	-6	3	-4.7	3	5	0	5%
CCOc1ccc(-n2c(Cc3ccccc3)nnc2SCc2c(C)noc2C)cc1	-1	-0.7	1	-4	-0.5	-3	1	23	3%
CCOC(=O)N1CCN(C2=CC(=O)OC23CCCCC3)CC1	-17	-0.3	5	2	-3.4	-34	1	-16	8%
COC(=O)C1=C(C)NC(C)=C(C(=O)OC)C1C(=O)OCCN1C(=O)c2ccccc2C1=O	13	0.2	-6	-15	1.5	11	2	-1	7%
CCN1CCCC1CNC(=O)C1CCCN(S(=O)(=O)c2cccc3nsnc23)C1 (centres undefined)	5	0.2	2	-1	-2.3	-13	2	-23	6%
Brc1ccc(-c2nnc(-c3ccccc3Br)o2)cc1	36	0.4	6	28	-6.2	48	2	-1	4%
Cn1cccc1Cc1nnc(SCC(N)=O)n1CCc1ccccc1	-9	-0.5	16	12	-0.8	-28	2	-4	8%
CCCCCCC(=O)NCC(=O)OCC(=O)c1ccccc1	-15	0.3	6	3	-1.1	-11	4	-15	3%
CN(C)S(=O)(=O)c1ccc(C(=O)N2CCN=C2SCc2cccnc2)cc1	6	0.4	-8	3	-0.6	-9	0	-17	10%
Nc1cc(OC(=O)c2ccco2)nn1S(=O)(=O)c1ccc(F)cc1	0	0.1	3	1	0.7	-16	-2	-11	4%
CCc1nc(C)c(C#N)c2cc(OC)c(OC)cc12	-3	0.1	44*	12	2.6	7	3	9	1%

4 records drawn at random from the list so far, as already listed:
SMILES	SF-1 act	5HT1E ag	5HT1E antag	5-HT1A blocker	HTR1A agonist	RORa activator	MMP-13 inhibitor	tolC growth inh	NADH enzymes
CCc1cn([C@H]2C[C@H](O)[C@@H](CO)O2)c(=O)[nH]c1=O	0	-0.8	1	·	-2.9	-6	1	14	1%
COc1ccc(-n2c(Cc3cccn3C)nnc2SCC(=O)NCC2CCCO2)cc1 (centres undefined)	-5	0.7	3	-3	-2.4	-7	0	-8	8%
O=C(c1nc2ncccn2n1)N1CCN(c2ccccc2)CC1	-16	-0.7	2	0	-0.5	-13	2	-5	5%
O=C(OC1CCCCC1=O)c1cc(=O)c2ccccc2o1 (centres undefined)	6	-0.1	-4	8	-1.9	-11	-4	-13	6%

Later entries:
SMILES	SF-1 act	5HT1E ag	5HT1E antag	5-HT1A blocker	HTR1A agonist	RORa activator	MMP-13 inhibitor	tolC growth inh	NADH enzymes
CCOc1ccccc1N1CCN(Cc2cccc(OC)c2O)CC1	7	3.5	-6	28	-0.5	-3	-1	5	3%
COC(=O)Cn1cnc2sc(C)c(S(=O)(=O)N3CCC(C)CC3)c2c1=O	7	0.0	0	-7	-2.3	2	2	-19	3%
CC(=O)c1ccc(-n2nncc2C)cc1	1	-0.1	-7	8	0.5	-2	1	-7	5%
CCOC(=O)c1ccc(NCn2c(=O)oc3ccccc32)cc1	-3	0.0	-5	-6	1.6	-5	-2	-10	5%
O=C(COC(=O)C1=COCCO1)NCCCc1ccccc1	-4	0.5	-6	6	-2.2	-12	-2	-10	4%
CCOc1ccc(S(=O)(=O)Nc2ccccc2C(=O)NCc2ccco2)cc1	-14	-0.2	4	6	-1.3	5	-38	33	6%[fluoresces]
Nc1nn(S(=O)(=O)c2cccc3nsnc23)cc1-c1ccc(Br)cc1	-9	0.6	6	8	-1.7	-2	6	58	4%
COC(=O)c1ccc(OCC(O)Cn2nnc3ccccc32)cc1 (centres undefined)	8	1.3	-7	-10	-2.5	39	3	4	6%
COc1ccc(C)cc1S(=O)(=O)Nc1cccc(Cl)c1	-2	-1.4	1	2	-0.2	3	2	5	4%
O=C(Cn1cc2c(n1)CCCC2)NCCCN1CCN(c2ccccc2F)CC1	7	8.5	0	32	6.2	9	5	3	12%
CCOC(=O)c1ccc(CNC(=O)Cn2nnc(-c3ccc(C)cc3)n2)o1	-8	0.4	-5	10	-0.3	-13	7	-15	3%
